From PubChem BioAssay
rTrxR1 inhibitor – qHTS Assay for Inhibitors of Mammalian Selenoprotein Thioredoxin Reductase 1 (TrxR1): qHTS. recombinant rTrxR1, NADPH fluorescence consumption, selenite substrate. Potency, µM (top dose mostly 114 µM), for inactives: at the highest dose activity change, negative = inhibition, usual class: inhibitors. 1% of 390,000 active. AID 588453, 2011; also: % is scaled to controls: 0 for no effect and ±100 for the full control effect; nearly all actives have a fitted effect of over 65% in size
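Rat TrxR1 (90 nM in the dispensed reagent) was pre-reduced with 400 uM NADPH for 5 min at room temperature, then incubated with compound for 15 min. After 400 uM selenite was added, NADPH fluorescence (Ex 340/Em 450 nm) was followed for 8 min.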
HP1b binding inh – HTS for Inhibitors of HP1-beta Chromodomain Interactions with Methylated Histone Tails; Chromobox protein homolog 1 (Homo sapiens), P83916; AlphaScreen HP1-beta / biotin-H3K9me3 peptide binding; Potency, µM (doses to about 114 µM), inactives show at the highest dose activity change, negative = inhibition, hits mostly inhibitors; 0.56% of 390,000 active; AID 540317, 2011; also: nearly all actives have a fitted effect of over 70% in size; inactives centre near 23
Target sequence (P83916 whole entry, looked up): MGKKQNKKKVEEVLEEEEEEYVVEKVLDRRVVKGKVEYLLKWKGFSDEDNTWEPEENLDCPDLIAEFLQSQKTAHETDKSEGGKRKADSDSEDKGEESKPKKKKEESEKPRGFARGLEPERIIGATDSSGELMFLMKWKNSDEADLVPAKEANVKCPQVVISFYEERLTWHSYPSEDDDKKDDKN
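HP1-beta protein (50 nM final) preincubated 30 min at room temperature with biotinylated H3(1-18)K9me3 peptide (50 nM) in PBS pH 7.4, 0.01% Tween-20, then compound added for 30 min. AlphaScreen streptavidin donor/nickel chelate acceptor beads (10 ug/mL final), 30 min dark, luminescence read.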
Tb PGK inh – qHTS Assay to Find Inhibitors of Phosphoglycerate Kinase; PGK/GAPDH coupled, Kinase-Glo luminescence, 60 min; 0.043% of 380,000 active; Phosphoglycerate kinase, glycosomal (Trypanosoma brucei brucei), P07378; Potency, µM (highest dose often 57.5 µM), for the others: at the highest dose activity change, negative = inhibition, most hits filed as inhibitors; also: % is scaled to controls: 0 for no effect and ±100 for the full control effect; nearly all actives have a fitted effect of over 60% in size
Target sequence (P07378 whole entry, looked up): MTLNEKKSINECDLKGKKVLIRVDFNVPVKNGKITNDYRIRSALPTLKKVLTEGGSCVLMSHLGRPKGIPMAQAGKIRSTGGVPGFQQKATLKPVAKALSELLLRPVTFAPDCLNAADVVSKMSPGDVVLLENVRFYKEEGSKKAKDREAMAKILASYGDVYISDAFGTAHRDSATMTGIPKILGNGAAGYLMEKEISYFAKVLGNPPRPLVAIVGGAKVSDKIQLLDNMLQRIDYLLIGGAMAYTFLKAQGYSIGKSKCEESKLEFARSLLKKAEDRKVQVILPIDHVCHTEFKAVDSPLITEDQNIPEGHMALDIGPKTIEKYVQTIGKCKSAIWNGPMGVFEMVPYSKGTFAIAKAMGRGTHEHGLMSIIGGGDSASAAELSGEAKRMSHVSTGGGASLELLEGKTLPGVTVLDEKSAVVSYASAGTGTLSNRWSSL
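Recombinant glycosomal PGK reaction used 1,3-bisphosphoglycerate generated in-well by GAPDH (100nM final) in 100mM TEA pH 7.6, 5mM MgCl2, 0.01% Tween-20. After 60 minutes at room temperature, ATP was read by Kinase-Glo Plus luminescence end-point.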
12-LOX inh – Primary qHTS assay for inhibitors of human arachidonate 12S-lipoxygenase (ALOX12): Round 2 | 1.1% of 580,000 active | purified 12hLO, xylenol orange hydroperoxide absorbance | Potency, µM (highest dose often 108 µM), inactives show top-dose activity change, negative = inhibition, actives largely listed as inhibitors; also: % is scaled to controls: 0 for no effect and ±100 for the full control effect
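Hydroperoxide product was detected by ferrous iron/xylenol orange as the 573 to 405 nm absorbance ratio. Arachidonic acid at 40 uM (final) was turned over for 30 min at room temperature by 150 nM human 12hLO, pH 7.0 Hepes buffer, after 15 min compound preincubation.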
Pin1 inh – qHTS Assay to Find Inhibitors of Pin1; Potency, µM (top dose mostly 115 µM), without a hit: at the highest dose activity, negative = inhibition, hits mostly inhibitors; Peptidyl-prolyl cis-trans isomerase NIMA-interacting 1 (Homo sapiens), Q13526; AID 504891, 2011; Pin1 FP peptide displacement, HiFluor488, 10 min; 0.009% of 390,000 active; active = well fitted inhibition curve with a large enough effect in the polarisation, with a control signal flat, not every such curve was filed as active; inconclusive = small, poorly fitted or top-dose-only effect, or effect the other way, or a change in a side signal; inactive = no such curve, though single readings can be large or run the other way; the % refers to the polarisation; also: % is scaled to controls: 0 for no effect and ±100 for the full control effect
Target sequence (Q13526 whole entry, looked up): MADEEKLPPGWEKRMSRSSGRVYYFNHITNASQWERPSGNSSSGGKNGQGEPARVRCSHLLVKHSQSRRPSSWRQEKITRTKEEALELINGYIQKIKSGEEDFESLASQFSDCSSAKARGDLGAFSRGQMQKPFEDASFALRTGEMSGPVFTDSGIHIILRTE
ERG-DNA inh – qHTS for Small Molecule Inhibitors of the ERG Ets/DNA interaction; fluorescence polarization, His-ERG Ets domain / labelled DNA; AID 624246, 2012; 0.028% of 370,000 active; Potency, µM (top dose mostly 76.9 µM), for the others: at the highest dose FP activity, negative = inhibition, actives largely listed as inhibitors; active = well fitted inhibition curve with a large enough effect in the polarisation, with a control signal flat; inconclusive = small, poorly fitted or top-dose-only effect, or effect the other way, or a change in a side signal; inactive = no such curve, though single readings can be large or run the other way; the % refers to the polarisation;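 also: polarization taken with two DNA probes labelled with fluorescein and Texas red; % of control where 0% means no effect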
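His-tagged ERG Ets domain (1 uM in the protein solution; 300mM KCl, 50mM Tris-HCl, 1mM EDTA, 1mM DTT, pH 7.5) received compound, then a probe mix of 5 nM fluorescein-DNA and 100nM Texas-615-DNA. Fluorescence polarization was read for both dyes.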
RGS4 inhibitor – Inhibitors of Regulator of G Protein Signaling (RGS) 4: qHTS | Regulator of G-protein signaling 4 (Homo sapiens), P49798 | Transcreener GDP fluorescence polarization, RGS4-accelerated GTP hydrolysis | Potency, µM (highest dose often 114 µM), for the others: at the highest dose activity change, negative = inhibition, actives largely listed as inhibitors | 0.039% of 390,000 active | AID 504845, 2011; also: % is scaled to controls: 0 for no effect and ±100 for the full control effect; nearly all actives have a fitted effect of over 75% in size; some results filed as inactive show a strong effect at the top dose
Target sequence (P49798 whole entry, looked up): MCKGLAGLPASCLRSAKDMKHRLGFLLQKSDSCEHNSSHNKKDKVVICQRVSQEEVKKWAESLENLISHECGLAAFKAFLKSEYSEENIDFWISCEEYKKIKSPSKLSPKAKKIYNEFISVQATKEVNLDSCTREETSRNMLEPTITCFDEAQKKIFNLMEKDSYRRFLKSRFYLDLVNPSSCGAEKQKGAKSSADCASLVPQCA
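MLSMR compounds (23 nl, pin-transferred) preincubated 10 min at room temperature with a 500nM (2x) first reagent, then RGS4 at 900nM (2x) plus Transcreener GDP mix added; fluorescence polarization (620/688 nm) read before and after 90 min at 30 °C.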
GLS inh – qHTS for Inhibitors of Glutaminase (GLS); 0.21% of 410,000 active; Potency, µM (top dose mostly 45.5 µM), for the others: at the top dose activity change, negative = inhibition, hits mostly inhibitors; GLS enzymatic activity, qHTS titration; Glutaminase kidney isoform, mitochondrial (Homo sapiens), O94925; also: % is scaled to controls: 0 for no effect and ±100 for the full control effect
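Assay buffer: 45 mM KH2PO4 pH 8.2, 0.02% Tween-20. hKGA acts on L-glutamine (1 mM solution added); product glutamate is reported by an oxidase/peroxidase Amplex Red coupling, with fluorescence taken at baseline and 30 min.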
JMJD2A Tudor inh – qHTS Assay for Inhibitors of JMJD2A-Tudor Domain; AID 504339, 2011; AlphaScreen JMJD2A-Tudor / H3K4me3 peptide binding; Potency, µM (series often up to 114 µM), inactives show at the highest dose activity change, negative = inhibition, hits mostly inhibitors; Lysine-specific demethylase 4A (Homo sapiens), O75164; 4.4% of 390,000 active; also: % is scaled to controls: 0 for no effect and ±100 for the full control effect; nearly all actives have a fitted effect of over 50% in size
Active calls of the source: *; i = inactive; ? = inconclusive; / = not tested or not shown; & = joins results of further samples; [ ] = another dose, or the depositor's remark. Unless noted, calls follow the shape of the dose curve; as a rule, active = well fitted curve in the direction sought with a large enough effect; inconclusive = small, poorly fitted or top-dose-only effect, or another doubt; inactive = no such curve, though single readings can be large; an effect the other way counts as inactive or inconclusive. Potency is read from the fitted curve at half-maximal effect. A portion of the library; rates above refer to the full screens.

SMILES	rTrxR1 inhibitor	HP1b binding inh	Tb PGK inh	12-LOX inh	Pin1 inh	ERG-DNA inh	RGS4 inhibitor	GLS inh	JMJD2A Tudor inh
CC(=O)N1CCN2C(=O)C1CCCC(=O)c1cc(C3CCCCC3)ccc12 (stereo not given)	10%	15%	0%	-23%	6%	-5%	21%	14%	-3%
COc1ccc(N2C(=O)C3CCCN3C2c2ccc(C)cc2)cc1 (stereo not given)	12%[57.1 µM]	64%[activator]	-10%	388%[activator]	-4%	-13%	-12%	1%	-18%
CN(C)c1ccc(C(C(=O)NC2CCCC2)N(C(=O)c2csnn2)C2CC2)cc1 (stereo not given)	0%[57.1 µM]	-10%	-11%	0%	-8%	8%	-3%	-1%	-23%
NC(=O)C(CC(=O)O)NC(=O)[C@@H]1CCOc2c(I)cc([N+](=O)[O-])cc2C(=O)N[C@@H](CCC(=O)O)C(=O)N[C@@H](CO)C(=O)N1 (stereo not given in full)	5%	32%	-12%	/	?	-2%	-11%	-7%	?
O=C(NCc1ccc2c(c1)OCO2)C(=O)NCC1OCCN1S(=O)(=O)c1ccc(Cl)cc1 (stereo not given)	-8%	22%	9%	-4%	8%	16%	8%	21%	-10%
Cc1ccc(NC(=O)Cn2cccc2)c(Br)c1	-8%[57.1 µM]	24%	-7%	7%	2%	-3%	-18%	-4%	-15%
COc1ccc(CN2CCN(Cc3ccco3)CC2)cc1	47%[57.1 µM]	20µM*	-7%	?	-14%	14%	-24%	5%	4µM*
Cc1ccc(NC(=O)CC2SC(=O)NC2=O)cc1 (stereo not given)	20%[57.1 µM]	28%	6%	7%	5%	1%	-5%	-3%	5%
Cc1[nH]c2ccccc2c1SCC(=O)N1CCOCC1	19%[57.1 µM]	10%	i	3%	7%	4%	18%	12%	-6%
O=C(O)C1CCCCC1C(=O)NC1CCCCC1 (stereo not given)	3%[57.1 µM]	35%[activator]	i	7%	0%	-3%	-33%	0%	3%

Not a retest: entries from further up.
SMILES	rTrxR1 inhibitor	HP1b binding inh	Tb PGK inh	12-LOX inh	Pin1 inh	ERG-DNA inh	RGS4 inhibitor	GLS inh	JMJD2A Tudor inh
CC(=O)N1CCN2C(=O)C1CCCC(=O)c1cc(C3CCCCC3)ccc12 (stereo not given)	10%	15%	0%	-23%	6%	-5%	21%	14%	-3%
COc1ccc(N2C(=O)C3CCCN3C2c2ccc(C)cc2)cc1 (stereo not given)	12%[57.1 µM]	64%[activator]	-10%	388%[activator]	-4%	-13%	-12%	1%	-18%
CN(C)c1ccc(C(C(=O)NC2CCCC2)N(C(=O)c2csnn2)C2CC2)cc1 (stereo not given)	0%[57.1 µM]	-10%	-11%	0%	-8%	8%	-3%	-1%	-23%
NC(=O)C(CC(=O)O)NC(=O)[C@@H]1CCOc2c(I)cc([N+](=O)[O-])cc2C(=O)N[C@@H](CCC(=O)O)C(=O)N[C@@H](CO)C(=O)N1 (stereo not given in full)	5%	32%	-12%	/	?	-2%	-11%	-7%	?
O=C(NCc1ccc2c(c1)OCO2)C(=O)NCC1OCCN1S(=O)(=O)c1ccc(Cl)cc1 (stereo not given)	-8%	22%	9%	-4%	8%	16%	8%	21%	-10%
Cc1ccc(NC(=O)Cn2cccc2)c(Br)c1	-8%[57.1 µM]	24%	-7%	7%	2%	-3%	-18%	-4%	-15%
COc1ccc(CN2CCN(Cc3ccco3)CC2)cc1	47%[57.1 µM]	20µM*	-7%	?	-14%	14%	-24%	5%	4µM*
Cc1ccc(NC(=O)CC2SC(=O)NC2=O)cc1 (stereo not given)	20%[57.1 µM]	28%	6%	7%	5%	1%	-5%	-3%	5%

Remaining list, next part
SMILES	rTrxR1 inhibitor	HP1b binding inh	Tb PGK inh	12-LOX inh	Pin1 inh	ERG-DNA inh	RGS4 inhibitor	GLS inh	JMJD2A Tudor inh
Cc1onc(-c2c(F)cccc2Cl)c1C(=O)OCc1cnc(Cl)s1	32%	133%[activator]	-5%	-4%	4%	-4%	12%	1%	74%[activator]
COCCSc1ccccc1C(=O)N1CCCC1	26%	43%[activator]	-1%	8%	-3%	/	-13%	10%	-8%
COc1cccc(C(=O)NOCc2ccc(C)cc2)c1OC	0%	31%	9%	5%	-9%	-13%	0%	13%	-6%
C=CCNCCOc1c(C)cc(C)cc1Cl	-1%	36%	9%	-21%	2%	4%	-15%	0%	-2%[57.1 µM]
O=c1onc(-c2ccccc2Cl)n1-c1ccccc1Cl	7%[57.1 µM]	20%	-2%	-5%	-2%	7%	-10%	-14%	5%
CC(Sc1ccc(S(=O)(=O)N2CCOCC2)cn1)c1ccccc1Cl (stereo not given)	4%[2.29 µM]	44%[activator][57 µM]	-2%	1%	16%	8%	-34%	-2%	6%
Cc1ccc(NC(=O)C2CCCNC2=O)nc1 (stereo not given)	5%	15%	-8%	-2%	4%	-2%	-10%	0%	0%
Cc1ccc2nc(-c3ccc(NC(=O)CCN4C(=O)c5ccccc5C4=O)cc3)sc2c1	35%	33%	-8%	-8%	7%	6%	23%	4%	-8%
CCN1CCN(C(c2cccnc2)c2c(NC(=O)c3ccco3)sc(C)c2C)CC1 (stereo not given)	?	30%	-5%	?	0%	-17%	1%	0%	-14%
COc1cc(OC)cc(C(=O)NNC(=O)CCNS(=O)(=O)c2ccc(C)c(C)c2)c1	5%	24%	-7%	1%	2%	-11%	-17%	2%	-8%
COCCN1C(=O)c2[nH]nc(-c3ccccc3O)c2C1c1ccc(OC)cc1 (stereo not given)	10%	39%	-3%	1%	2%	8%	-16%	-7%	-7%
O=[N+]([O-])c1cc(/C=N\Nc2nc(-c3ccccc3)cs2)ccc1O	-2%[57.1 µM]	?	-5%	-28%	?	-4%	-29%	6%	?
CCN(c1ccccc1)S(=O)(=O)c1nnc(NC(=O)COc2ccccc2F)s1	9%	-22%	i	-8%	0%	-10%	15%	15%	?
CCOC(=O)c1c(C=O)c(C)n(Cc2ccc(Cl)cc2)c1C	-5%	-9%	-9%	?	3%	0%	2%	0%	?
CCC[N+]1(CC#CC(O)(c2ccccc2)C2CCCCC2)CCCCC1 (stereo not given)	-5%[57.1 µM]	26%	i	-29%	5%	0%	-15%	-1%	-12%
COC(=O)c1cn(Cc2cccc(C)c2)nn1	3%	17%	i	3%	1%	7%	18%	17%	-1%
COc1ccc(OCCC(=O)Nc2ccccc2)cc1	14%	47%[activator]	1%	0%	-5%	5%	9%	-5%	-1%
COc1cc(/C=N/NC(=O)c2cc(-c3ccccc3C)nc3ccccc23)cc(OC)c1O	-3%	4%	1%	8%	-1%	8%	-17%	16%	-29%
CN(C(=O)CSc1ncccc1C(=O)O)c1ccccc1	-1%[57.1 µM]	25%	-9%	?	-9%	-1%	-36%	0%	-16%
CCOC(=O)Nc1cccc(C(=O)O)c1	2%	39%	-4%	268%[activator]	7%	2%	14%	12%	-12%
O=C(Nc1ccccc1N1CCOCC1)c1cccnc1Cl	12%	21%	2%	8%	-4%	4%	-19%	15%	1%
CSc1nc2ccc3nc(NC(=O)C4COc5ccccc5O4)sc3c2s1 (stereo not given)	50%[activator]	31%	-2%	?	38%[activator]	-9%	7%	2%	-23%
CCC1CN(C(=O)NCc2ccc(C)cc2)c2cc(C)ccc2O1 (stereo not given)	15%&61%	52%&31%[activator]	-10%&-4%	0%&0%	0%&4%	13%&0%	-17%&-25%	-10%&5%	11%&-28%
O=C1CN(Cc2nc3cc(Cl)ccc3c(=O)[nH]2)CCN1	17%	51%[activator]	-4%	-25%	?	-1%	13%	19%	2.5µM*
Cc1cc(C)n(S(=O)(=O)c2cc(C)c(C)cc2C)n1	36%[activator]	41%[activator]	-7%	0%	0%	8%	-13%	1%	14%
CCCCSc1nnc(-c2ccccc2)c2ccccc12	7%	147%[activator]	-4%	-4%	1%	3%	-15%	8%	60%[activator]
Cc1cc(Cl)ccc1NC(=O)CN1C(=O)NC2(CCCc3ccccc32)C1=O (stereo not given)	3%	16%	-5%	10%	-8%	-16%	2%	-9%	-16%
CCc1ccc(NC(=O)C2CCCN(S(=O)(=O)c3cccc4nsnc34)C2)cc1 (stereo not given)	18%	25%	6%	0%	?	14%	0%	-9%	-8%
CSc1sc(C#N)c2c1/C(=N\O)CCC2	?	29%	-8%	94%[activator]	-3%	-8%	-4%	-1%	-14%
